Screening results from PubChem BioAssay.
hIAP activ = human IAP activation; activation factor at 10 µM; 330,000 tested, 0.16% active; AID 2524; purified human IAP, CDP-Star luminescence, 30 min; stronger effect = higher value; 1 = vehicle-only enzyme, 0 = enzyme-free background; P09923;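 active = activation factor of the enzyme at least 2-fold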; also: the source names both 10 and 20 µM as test concentration; values of inactives mirror those of a sister screen read the other way
Target sequence (P09923 whole entry, looked up): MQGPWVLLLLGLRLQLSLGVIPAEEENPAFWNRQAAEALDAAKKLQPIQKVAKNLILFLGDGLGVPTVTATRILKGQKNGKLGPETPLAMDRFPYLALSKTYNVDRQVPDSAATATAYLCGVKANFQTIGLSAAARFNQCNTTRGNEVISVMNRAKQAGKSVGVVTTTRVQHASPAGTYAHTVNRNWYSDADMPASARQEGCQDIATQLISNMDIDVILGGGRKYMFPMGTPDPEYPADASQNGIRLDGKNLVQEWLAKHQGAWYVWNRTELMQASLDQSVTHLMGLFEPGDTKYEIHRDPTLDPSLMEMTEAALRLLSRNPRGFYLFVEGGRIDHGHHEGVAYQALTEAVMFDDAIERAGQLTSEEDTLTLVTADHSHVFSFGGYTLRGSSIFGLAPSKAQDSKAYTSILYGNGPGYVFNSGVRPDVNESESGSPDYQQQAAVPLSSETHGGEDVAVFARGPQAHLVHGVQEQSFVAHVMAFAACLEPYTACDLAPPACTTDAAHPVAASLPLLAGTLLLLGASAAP
PfGluPho inh = PfG6PD (Plasmodium falciparum) enzyme inhibition; PfGluPho enzyme, NADPH resazurin-diaphorase fluorescence; inhibition, % at 20 µM; 350,000 tested, 0.78% active; AID 504690;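 active = inhibition reaching at least a set limit at 20 µM in the primary screen, cut at about 59% in these data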;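 also: 0% = DMSO wells with substrate and 100% = DMSO wells lacking glucose-6-phosphate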
SENP8 block = blocks human SENP8 cleavage of Nedd8 substrate; recombinant SENP8, Nedd8 substrate fluorescence; inhibition, % at 20 µM; 360,000 tested, 0.64% active; in the data active = inhibition mostly above about 40%, no sharp cut-off; inactive = mostly below about 27%
Target sequence (Q96LD8 whole entry, looked up): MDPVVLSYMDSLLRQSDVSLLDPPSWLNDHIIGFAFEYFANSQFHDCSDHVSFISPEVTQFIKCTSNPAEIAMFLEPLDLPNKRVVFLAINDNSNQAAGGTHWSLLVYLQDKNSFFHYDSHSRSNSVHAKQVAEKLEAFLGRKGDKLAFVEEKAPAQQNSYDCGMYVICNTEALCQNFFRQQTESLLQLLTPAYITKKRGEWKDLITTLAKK
SENP1 inh = blocks the human SENP1 SUMO protease catalytic domain; inhibition, % at 10 µM; Q9P0U3; 360,000 tested, 0.21% active; recombinant SENP1 catalytic domain, CyPet-SUMO1-YPet FRET cleavage; AID 624204;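 active = inhibition at least 30% at 10 µM, raw YFP signal under a set limit, fluorescence ratio 0.5 to 1.5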;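 also: 0% = enzyme with DMSO and 100% = no enzyme wells; some results filed as inactive read as strong as hits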
Target sequence (Q9P0U3 419-644 limits assumed): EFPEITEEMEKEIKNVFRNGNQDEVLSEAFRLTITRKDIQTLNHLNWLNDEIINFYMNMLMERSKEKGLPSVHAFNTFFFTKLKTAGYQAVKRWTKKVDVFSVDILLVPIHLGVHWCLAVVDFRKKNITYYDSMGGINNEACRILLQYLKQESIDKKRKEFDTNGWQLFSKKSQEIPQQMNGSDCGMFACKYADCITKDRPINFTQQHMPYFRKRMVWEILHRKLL
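system = hSENP1 catalytic domain, recombinant | reagent = SFCypet-SUMO1-SFYpet substrate at 25 nM | doses = one dose per compound, 10 µM, 0.5% DMSO | incubation = enzyme reaction for 50 min at room temperature, dark | measured by = FRET, CFP and YFP emission | controls = no-enzyme low, enzyme-DMSO high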
ATG4B inh = blocks human ATG4B protease cleavage of LC3 substrate; ATG4B cleavage of LC3-PLA2, NBD-HPC fluorescence, 1 h; inhibition, % at 8.33 µM; 340,000 tested, 0.51% active; in the data active = inhibition above about 40%
GRIN3A LBD mod = modulates the human NR3A ligand-binding domain. NR3A LBD differential scanning fluorimetry, Tm shift; 0% = protein alone, 100% = glycine-bound protein. Tm shift relative to glycine control, % at 25 µM. 340,000 tested, 2.5% active;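 active = melting temperature shift of at least 10% of the positive control shift, at one fixed dose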
MPTP inh = permeability transition pore inhibition | isolated mouse mitochondria, Ca2+ swelling absorbance, 30 min | inhibition, % at 10 µM | 360,000 tested, 1.4% active | AID 602449;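 active = inhibition of 50% or more, scaled per plate between neutral and stimulator controls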;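 also: 0% = DMSO wells given calcium and 100% = 1 mM EGTA wells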
SENP6 block = blocks the human protease SENP6; Q9GZR1; Recombinant SENP6 catalytic domain, aminoluciferin luminescence; inhibition, % at 10 µM; 330,000 tested, 1.8% active;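 active = inhibition above about 50% at the single tested dose, limit read from the data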;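 also: plate controls were DMSO wells with enzyme for no effect and DMSO wells lacking enzyme for full effect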
* hit, by the source's call; x = no result given.

Values run as follows: hIAP activ, PfGluPho inh, SENP8 block, SENP1 inh, ATG4B inh, GRIN3A LBD mod, MPTP inh, SENP6 block
1: CC1CCCC(NC(=O)CCCn2c(=O)[nH]c3cc(Cl)ccc3c2=O)C1C (configuration not stated)
 : 1.18, -5.2, 13.0, 2.6, -7.8, 1.5, 3.1, -16.4
2: Cc1nc(C(=O)NCC(=O)c2ccccc2)c(C(F)(F)F)o1
 : 1.32, -20.3, 21.4, 1.7, 1.9, -2.7, 0.8, -8.3
3: Cc1cccc(C)c1OCc1nnc(SCC(=O)Nc2nccs2)o1
 : 1.23, -17.4, 3.8, 0.4, -2.6, 0.3, 0.4, -12.1
4: CCc1ccc2oc(C(=O)Nc3cccnc3)c(C)c2c1
 : 0.91, 0.0, 22.0, -0.1, -8.4, -1.8, -0.1, 63.7*
5: O=C(O)C1C2CCC(CC2)C1C(=O)N1CCN(Cc2ccc(F)cc2)CC1 (configuration not stated)
 : 1, -4.5, 23.8, 1.0, 1.6, -0.5, 0.1, -12.9
6: Cc1nnc(SCc2nc3sc4c(c3c(=O)[nH]2)CCCC4)n(N)c1=O
 : 0.91, 3.8, x, x, -4.0, 0.2, x, -11.4
7: N#CC1=C(N)Oc2cc(O)c(Cl)cc2C1c1cccnc1 (configuration not stated)
 : 0.775, -7.5, -20.3, -40.7, 1.1, -2.9, 0.4, 21.3
8: Cn1cc([N+](=O)[O-])c(C(=O)NCc2cc3cc(Cl)ccc3[nH]2)n1
 : 1.03, 17.8, 9.6, -1.5, -3.5, -2.9, -0.9, -20.2
9: Cc1ccc(OCc2cc(C(=O)N3CCc4sccc4C3)no2)cc1C
 : 0.978, -8.9, 6.6, 0.9, 56.6*, 3.8, -0.1, -12.7
10: CC(C)OP(=O)(OC(C)C)C(NC(=O)c1ccccc1)C(N)=O (configuration not stated)
 : 0.859, -11.4, 14.1, 1.6, 1.9, 1.2, 1.1, -0.1
11: O=C(N/N=C/c1ccccc1[N+](=O)[O-])c1ccc2nc[nH]c2c1
 : 1.23, -2.0, 11.5, 2.4, 4.9, 1.3, 2.3, -9.5
12: Nc1ccc(NC(=O)c2cccc(C(=O)Nc3ccc(N)cc3Cl)c2)c(Cl)c1
 : 1.2, 0.0, 15.8, 1.2, -5.5, 0.5, 0.1, 12.5
13: COc1ccc(/C=N/NC(=O)c2ccncc2)cc1CN1CCOCC1
 : 0.944, -2.4, -0.8, -0.6, -7.9, 12.2*, -1.4, 6.8
14: COc1ccc(O)c(C(=O)c2cc(C(=O)NCCc3ccccc3)c(=O)n(CCc3ccccc3)c2)c1
 : 1.08, 15.6, 4.5, -8.0, 19.9, -0.2, 21.1, 4.6
15: CC1(C)Cc2c(cnn2-c2ccccc2)C(NC(=O)C2(C(N)=O)CC2)C1 (configuration not stated)
 : 0.964, 8.9, 0.1, 1.8, 2.1, 1.8, -0.4, 5.2
16: CCCCn1c(N)c(N(CC(C)C)C(=O)CSc2ccccc2C)c(=O)[nH]c1=O
 : 1.03, -0.9, -7.5, -9.5, -6.7, -0.3, -0.1, -13.3
17: Cc1ccc(N/N=C/c2ccc(N3CCOCC3)cc2)cc1C
 : 0.796, 13.7, -360.2, -5.1, 2.4, 0.7, -4.4, 1.3
18: O=C(O)C1=C[C@@H](c2ccc(C(F)(F)F)cc2)C[C@@H](OCc2ccc(CO)cc2)O1
 : 1.02, -6.3, 8.8, 0.6, -3.1, -3.9, -1.7, -13.5
19: Cc1ccc(NC(=O)C2CC(O)CN2C(=O)Oc2ccccc2)c(C)c1 (configuration not stated)
 : 1.02, 0.1, 5.6, -0.5, -4.6, -0.9, 0.0, -25.9
20: OCc1ccc(N=Nc2ccccc2)cc1
 : 1.14, 4.2, 19.6, 3.0, -9.3, 3.1, 3.1, 43.0

3 records drawn at random from those above:
Values run as follows: hIAP activ, PfGluPho inh, SENP8 block, SENP1 inh, ATG4B inh, GRIN3A LBD mod, MPTP inh, SENP6 block
12: Nc1ccc(NC(=O)c2cccc(C(=O)Nc3ccc(N)cc3Cl)c2)c(Cl)c1
 : 1.2, 0.0, 15.8, 1.2, -5.5, 0.5, 0.1, 12.5
13: COc1ccc(/C=N/NC(=O)c2ccncc2)cc1CN1CCOCC1
 : 0.944, -2.4, -0.8, -0.6, -7.9, 12.2*, -1.4, 6.8
11: O=C(N/N=C/c1ccccc1[N+](=O)[O-])c1ccc2nc[nH]c2c1
 : 1.23, -2.0, 11.5, 2.4, 4.9, 1.3, 2.3, -9.5

Ordered by value in GRIN3A LBD mod (lowest first): three of the compounds above.
| No. | compound | GRIN3A LBD mod |
| --- | --- | --- |
| 19 | Cc1ccc(NC(=O)C2CC(O)CN2C(=O)Oc2ccccc2)c(C)c1 (configuration not stated) | -0.9 |
| 14 | COc1ccc(O)c(C(=O)c2cc(C(=O)NCCc3ccccc3)c(=O)n(CCc3ccccc3)c2)c1 | -0.2 |
| 3 | Cc1cccc(C)c1OCc1nnc(SCC(=O)Nc2nccs2)o1 | 0.3 |

More structures.
Values run as follows: hIAP activ, PfGluPho inh, SENP8 block, SENP1 inh, ATG4B inh, GRIN3A LBD mod, MPTP inh, SENP6 block
21: CC(Oc1ccc(F)cc1)C(=O)Nc1cc(S(=O)(=O)N2CCOCC2)ccc1N1CCCCC1 (configuration not stated)
 : 0.949, 11.6, 1.4, 1.6, -4.9, x, 0.2, 1.6
22: CC1=C(C#N)C(NC(=O)c2ccc(C)cc2)(C(F)(F)F)C(=O)N1 (configuration not stated)
 : 0.934, -1.3, 5.5, 2.1, -4.0, 2.0, 0.5, -1.9
23: Cc1nc2sc(C(=O)Nc3ccccc3Cc3ccccc3)c(C)c2c(=O)[nH]1
 : 0.987, -1.8, 4.9, -1.2, -0.8, 0.5, 3.5, -13.2
24: C/C=C/c1ccc(O)c(OC)c1
 : 1.31, 14.8, 16.8, -0.1, -8.6, -1.8, -2.0, -10.1
25: Cc1cc(=O)[nH]c(SCC(=O)NC2CCCCCC2)n1
 : 0.879, -10.6, 12.2, -0.7, 9.2, 0.4, 0.6, 9.0
26: CN1CCN(Cc2nc3ccccc3n2C)CC1CCO (configuration not stated)
 : 0.91, -12.2, -7.8, -4.8, 4.1, 0.2, -0.7, -3.0
27: Cc1nn(S(=O)(=O)c2cccc([N+](=O)[O-])c2)c(C)c1S(=O)(=O)N1CCOCC1
 : 0.97, 4.6, 8.3, 0.9, 1.2, 3.7, -2.6, -3.6
28: CC(=S)/C=C1\Sc2ccccc2N1C
 : 0.856, 47.3, 28.6, -1.4, -9.1, 2.1, -1.5, 1.2
29: CC1CCCCN1CC(=O)Nc1ccc(Oc2ccccc2)cc1 (configuration not stated)
 : 0.995, 0.4, 28.8, 0.7, -1.0, -1.3, 6.9, -5.3
30: COc1cccc(C2CC(c3cccs3)=NN2S(C)(=O)=O)c1OC (configuration not stated)
 : 1.07, -10.2, -7.7, 0.9, 0.1, 3.3, -2.7, 18.2
31: CCOC(=O)C1=C(C)NC(=O)CC1c1cc(OC)c(OC)cc1Br (configuration not stated)
 : 1.2, -16.4, 6.6, 3.6, 8.0, -2.8, -1.6, 5.3
32: O=[N+]([O-])c1ccccc1OCCN1CCOCC1
 : 1.11, -8.4, 15.8, 2.7, -6.4, 0.1, 0.6, -20.5
33: CC(=O)c1cccc(NC(=O)N2CCCc3ccccc32)c1
 : 0.954, -15.0, 0.0, -7.0, -2.3, 0.2, -0.1, 11.5
34: Cc1ccc(-c2nc3ccccc3nc2NN)cc1
 : 1.13, 0.7, -311.7, -1.1, 6.0, 0.5, -2.1, 90.8*
35: O=C(COC(=O)CNC(=O)c1ccc(Cl)cc1)Nc1ccc(Cl)cc1C(F)(F)F
 : 1.05, 9.9, 13.2, 5.6, 5.0, -3.7, 1.8, -9.6
36: COc1ccc(/C=N/NC(=O)Cn2c(Cc3ccc(OC)c(OC)c3)nc3ccccc32)cc1OC
 : 1.15, 11.0, 27.0, 1.7, -7.8, -2.0, -2.0, -15.7
37: O=C(CCN1C(=O)C2C3C=CC(C3)C2C1=O)N1CCN(c2ccccn2)CC1 (configuration not stated)
 : 0.857, -17.2, -18.7, -0.1, -7.5, 0.1, -2.4, -11.1
38: COc1ccc(CC(=O)NNC(=O)CCC(=O)Nc2cc(C)ccc2C)cc1
 : 1.16, -1.4, -5.4, 0.4, -1.9, -4.0, 1.1, -2.5
39: C/C(=N\N1CCN(c2ccccc2)CC1)c1ccc(O)cc1
 : 1.19, 2.1, 12.7, 0.8, 0.3, 10.4*, 0.4, 9.1
40: C=CCN1C(=O)N/C(=C/c2ccccc2OCC(=O)Nc2ccc(F)cc2)C1=O
 : 1.04, -6.6, -210.8, 0.6, -4.7, -5.2, 9.7, -10.5
41: Cn1c(-c2ccc(Cl)cc2)cnc1N
 : 1.15, -10.2, -1.5, 1.0, 15.2, -0.9, -1.5, 0.4
42: COC(=O)c1cccc(CN2C(=O)SC(Nc3ccc(C)cc3)C2=O)c1 (configuration not stated)
 : 1.24, 25.2, 20.5, -0.7, -4.1, -4.7, 3.4, -27.4
43: Cc1cc(CNC(=O)c2ccc(C)c([N+](=O)[O-])c2)c2ccccc2n1
 : 1.08, 3.0, 17.0, 1.0, -9.5, -0.6, 20.1, -1.2
44: Cc1ccc(S(=O)(=O)N2CCC(N3CCN(C)CC3)CC2)cc1Cl
 : 1.12, -18.5, 19.7, 0.4, -4.5, 2.2, -0.8, -18.2
45: O=C(O)c1ccc(/C=N/Nc2cccc(C(F)(F)F)c2)cc1
 : 1, -4.4, -54.5, -16.2, 2.0, -6.9, -0.2, 6.5
46: O=c1c2ccccc2nc(/C=C/c2cccc(Br)c2)n1CCCO
 : 0.917, 8.1, -12.3, 0.5, -5.7, -4.3, 1.0, -0.7
47: Cc1nc(SCC(=O)NC2CCS(=O)(=O)C2)c2c(C)c(C)sc2n1 (configuration not stated)
 : 1.12, -7.1, 3.9, 2.0, -36.9, -1.2, -2.3, -5.2
48: CCN1CCCC1CNC(=O)c1cc2c(-c3ccc(Cl)cc3)nn(C)c2s1 (configuration not stated)
 : 1.07, 6.3, -406.9, 4.5, 4.3, -2.7, 83.2*, -6.2
49: O=C(NC(=S)Nc1ccccc1[N+](=O)[O-])c1ccccc1Cl
 : 1.03, 5.8, 9.9, 1.2, -2.7, -0.3, 2.9, 0.6
50: COc1ccc(CCNC(=O)c2ccc(Cl)c(S(=O)(=O)N(C)c3ccccc3)c2)cc1
 : 1.09, 18.3, 9.9, 0.5, -12.7, -16.4, 7.7, -0.3
51: COCCN(C(=O)COC(=O)CCc1ccc(OC)cc1)c1c(N)n(Cc2ccccc2)c(=O)[nH]c1=O
 : 1.15, 10.3, -0.7, 1.0, 4.7, 0.4, -0.7, -18.1
52: CC(C)C[C@@H](CO)N1CCN(C)CCC1=O
 : 0.988, 9.2, 9.8, 1.2, -12.7, 0.8, -0.9, -15.6
53: O=C(NCCC1=CCCCC1)c1ccc(-n2cncn2)cc1
 : 1, -3.2, 18.6, -0.8, 12.1, -1.6, -0.6, -20.4
54: Fc1ccc(-c2ccc(NCCN3CCOCC3)nn2)cc1
 : 0.957, 9.2, 11.6, -1.2, -2.3, 0.0, 0.3, 13.8
55: O=C(O)C(=O)/C(=C\c1cccc(Cl)c1)c1ccc2ccccc2n1
 : 1.03, -5.3, -436.6, -34.8, -2.4, -4.7, 0.0, -1.5
56: CCCN=C(C)c1c(-c2ccccc2)[nH]n(-c2nc3ccccc3s2)c1=O
 : 0.836, 10.0, 13.2, 2.4, -19.3, 0.9, 1.0, 0.0
